LANA DNA inh: inhibitors of KSHV C-LANA binding to DNA, primary screen, biochemical, fluorescence polarization, FAM-LBS DNA, MBP-C-LANA, single point; Kaposi's sarcoma herpesvirus LANA C-terminal domain (residues 932-1162) DNA binding; inhibition, % at 9 µM; 340,000 tested, 0.078% active;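 active means highest replicate inhibition at or above 60% at 9 µM, even if other replicates fall short; inactive means all replicates below 60% inhibition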;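 further: 0% = neutral control wells and 100% = 4 µM acridine orange control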
Keap1-Nrf2 PPI: Keap1-Nrf2 protein-protein interaction inhibitors, primary screen, biochemical, fluorescence polarization, single point. Kelch-like ECH-associated protein 1 (Homo sapiens), Q14145. Keap1 Kelch-Nrf2 peptide fluorescence polarization, 1536-well. inhibition, % at 9.4 µM. 340,000 tested, 0.15% active. AID 504523, 2011; in the data active means inhibition above about 12%;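 further: human Keap1 Kelch domain with fluorescein labeled Nrf2 9mer peptide probe; 0% = neutral control wells and 100% = peptide positive control; higher means more block of Keap1 binding to Nrf2 peptide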
Target sequence (Q14145 whole entry, looked up, the tested form may be a part): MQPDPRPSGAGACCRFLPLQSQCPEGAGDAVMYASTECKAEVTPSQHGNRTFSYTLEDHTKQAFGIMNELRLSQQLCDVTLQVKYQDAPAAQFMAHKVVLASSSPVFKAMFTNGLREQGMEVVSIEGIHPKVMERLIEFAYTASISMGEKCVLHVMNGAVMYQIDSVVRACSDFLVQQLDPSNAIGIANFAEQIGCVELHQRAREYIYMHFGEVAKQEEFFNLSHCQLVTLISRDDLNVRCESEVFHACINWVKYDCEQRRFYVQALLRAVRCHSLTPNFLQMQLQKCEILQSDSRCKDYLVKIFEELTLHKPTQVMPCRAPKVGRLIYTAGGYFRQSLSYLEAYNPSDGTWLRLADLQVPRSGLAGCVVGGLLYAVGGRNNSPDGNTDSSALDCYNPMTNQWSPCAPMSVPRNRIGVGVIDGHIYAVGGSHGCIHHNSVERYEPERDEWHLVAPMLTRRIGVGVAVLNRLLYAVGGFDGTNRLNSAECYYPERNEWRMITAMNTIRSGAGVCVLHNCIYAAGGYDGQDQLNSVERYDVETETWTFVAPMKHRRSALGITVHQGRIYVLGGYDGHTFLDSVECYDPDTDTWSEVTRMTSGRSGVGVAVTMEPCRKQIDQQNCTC
V-ATPase pH: regulators of yeast V-ATPase proton pumping, primary screen, pHLuorin cytosolic pH fluorescence. S. cerevisiae. response, % at 10 µM. 350,000 tested, 0.37% active; in the data active means response mostly above about 7.3%, no sharp cut-off; inactive means mostly below about 5.4%; further: actives read high; inactives centre near 0; some compounds called inactive have numbers as strong as hits; reference of the scale not given here
RTF Ca sens inh: cardiac RTF calcium sensitivity inhibitors, primary screen, biochemical, IANBD-TnC fluorescence, EC70 calcium; 340,000 tested, 0.12% active; AID 493244, 2011; Troponin I, cardiac muscle (Homo sapiens) + Troponin T, cardiac muscle (Homo sapiens) + …; inhibition, % at 7.15 µM; IANBD-labeled cardiac RTF, Ca2+ fluorescence;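 active means inhibition above the mean inhibition of all tested compounds plus 3 SD, cut at about 17% in these data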;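 further: assay run at fixed EC70 calcium of 1.6 mM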
OPRM1-OPRD1 inv: inverse agonists of MOR-DOR heterodimerization, primary screen, cell-based, luminescence; cell-based MOR-DOR heterodimer luminescence, inverse agonism; inhibition, % at 9.3 µM; 340,000 tested, 0.21% active; AID 504357, 2011; in the data active means inhibition above about 22%, passing the limit was not always enough;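 further: 0% = cells with DMSO and 100% = wells without cells with DMSO; values of inactives mirror those of a sister screen read the other way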
HTR5A ag ctr: HTR5A agonists in luminescence cell assay, primary screen, counter-screen for OPRM1-OPRD1 heterodimer agonist project, full-deck HTS. 5-hydroxytryptamine receptor 5A (Homo sapiens), P47898. cell-based. activation, % at 9.3 µM. 340,000 tested, 0.61% active; in the data active means activation mostly above about 9.5%, no sharp cut-off; inactive means mostly below about 7.6%;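 further: 0% = cells with vehicle only and 100% = reference agonist; strong numbers were not always called active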
Target sequence (P47898 whole entry, looked up): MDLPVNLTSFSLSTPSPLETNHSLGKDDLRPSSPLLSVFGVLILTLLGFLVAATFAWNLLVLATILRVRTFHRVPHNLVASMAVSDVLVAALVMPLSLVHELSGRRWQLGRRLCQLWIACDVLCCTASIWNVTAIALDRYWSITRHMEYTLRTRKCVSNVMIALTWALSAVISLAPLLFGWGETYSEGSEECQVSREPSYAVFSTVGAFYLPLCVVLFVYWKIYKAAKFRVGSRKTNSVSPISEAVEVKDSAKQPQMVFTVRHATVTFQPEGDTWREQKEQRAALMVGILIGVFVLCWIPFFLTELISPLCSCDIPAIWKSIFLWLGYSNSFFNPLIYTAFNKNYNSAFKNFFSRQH
OPRM1-OPRD1 ag: agonists of OPRM1-OPRD1 heterodimerization, primary screen, cell-based, luminescence | Mu-type opioid receptor (Homo sapiens) + Delta-type opioid receptor (Homo sapiens), … | cells | activation, % at 9.3 µM | 340,000 tested, 0.3% active | AID 504326, 2011; in the data active means activation above about 18%;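 further: 0% = vehicle-treated cells and 100% = reference agonist; values of inactives mirror those of a sister screen read the other way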
HTR5A inv ctr: HTR5A inverse agonists in luminescence cell assay, primary screen, counter-screen for OPRM1-OPRD1 heterodimer inverse agonist project, full-deck HTS; 5-hydroxytryptamine receptor 5A (Homo sapiens), P47898; HTR5A cell line, inverse agonism; inhibition, % at 9.3 µM; 340,000 tested, 0.083% active; AID 504634, 2011; in the data active means inhibition mostly above about 23%, no sharp cut-off; inactive means mostly below about 18%;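 further: 0% = cells with DMSO and 100% = no-cell wells with DMSO; some compounds called inactive have numbers as strong as hits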
CAL-PDZ inh HTS: untagged CAL PDZ binding inhibitors, primary screen, biochemical, fluorescence polarization, HTS; Golgi-associated PDZ and coiled-coil motif-containing protein (Homo sapiens), Q9HD26; purified CAL PDZ, TMR-peptide fluorescence polarization, 1 h; inhibition, % at 24.9 µM; 300,000 tested, 0.92% active;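 active means mean inhibition of at least 30% with at least half of replicates also reaching 30%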;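 further: 0% = DMSO neutral control and 100% = excess unlabeled competitor peptide PRC23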
cardiac RTF act: cardiac RTF calcium sensitivity activators, primary screen, biochemical, IANBD-TnC fluorescence, EC20 calcium; IANBD-labeled TnC RTF fluorescence at EC20 calcium; 0% EC20 calcium, 100% full calcium; Troponin I, cardiac muscle (Homo sapiens) + Troponin T, cardiac muscle (Homo sapiens) + …; 340,000 tested, 0.24% active; activation, % at 7.2 µM;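 active means activation above the mean over all tested compounds plus 3 SD, cut at about 30% in these data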;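 further: rise in fluorescence read as greater calcium sensitivity of cardiac thin filaments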
An asterisk follows results filed as active; x = no result given.

SMILES	LANA DNA inh	Keap1-Nrf2 PPI	V-ATPase pH	RTF Ca sens inh	OPRM1-OPRD1 inv	HTR5A ag ctr	OPRM1-OPRD1 ag	HTR5A inv ctr	CAL-PDZ inh HTS	cardiac RTF act
Cc1ccc(CNC(=O)CN(C(=O)C2(C)CC(=O)N=C3C=CC=CN32)c2cccc(C)c2C)cc1 (configuration not stated)	-1.1	0.4	-0.6	-2.5	5.6	-1.1	-0.9	14.1	x	-4.0
Cc1ccc(NC(=S)N=Nc2c(O)[nH]c3ccccc23)cc1	-0.1	-2.5	6.2	-7.9	1.0	-3.6	-0.2	9.7	-1.4	2.3
COc1ccc(C(=O)Nc2cccc(/C=C(\CCC(=O)O)c3nc4ccccc4s3)c2)cc1	1.0	-1.9	1.1	-7.2	11.2	1.2	-2.1	-3.3	-6.6	-0.3
CC1(C)C(=O)Nc2ccccc2N1C(=O)CN1C(=O)c2ccccc2C1=O	1.5	-5.1	-3.1	-9.7	-2.6	3.2	0.5	-7.1	-0.9	1.6
Cc1cc(-c2ccc([N+](=O)[O-])cc2)cc(C)n1	0.0	1.0	1.5	-5.3	6.5	1.8	-1.2	-6.3	-8.2	-5.0
O=[N+]([O-])c1ccc(O)c(/C=N/NC(=S)Nc2ccc(Cl)cc2Cl)c1	-3.4	-2.5	3.3	-8.9	-10.2	-1.1	2.0	-47.2	-3.8	3.6
CCOC(=O)c1c(-c2ccccc2)nc2cc(C)ccn12	-0.1	-0.4	1.8	-2.7	0.1	1.1	0.0	-6.8	-5.7	2.5
CCOC(=O)c1ccc(NC(=S)N2CCC(C(N)=O)CC2)cc1	-0.5	-2.8	-2.1	-4.0	14.8	-4.2	-2.5	11.1	-4.6	-2.7
CCC1CCc2c(sc(NC(=O)c3ccoc3C)c2C(N)=O)C1 (configuration not stated)	0.6	-1.1	1.9	-4.2	-13.9	2.4	2.5	-8.6	x	-0.2
O=C(O)c1ccc(Cl)c(NCc2ccncc2)c1	-0.1	-5.8	-1.8	1.0	8.0	2.1	-1.7	-7.9	-1.5	0.7
COc1cccc(-c2ccc(NC(=O)C3CCCN(CCCn4nc(C)cc4C)C3)cc2)c1 (configuration not stated)	-0.1	-1.1	-2.0	-5.9	-0.2	3.1	0.0	6.8	-3.9	-1.2
C[C@@H]1CN([C@H](C)CO)C(=O)c2cc(NC(=O)Cc3cn(C)c4ccccc34)ccc2O[C@H]1CN(C)S(=O)(=O)c1ccc(F)cc1	1.7	-5.5	-3.9	-3.8	8.7	0.8	-1.6	9.6	0.9	-0.8

Some values from the entries so far:
HTR5A inv ctr result of `COc1cccc(-c2ccc(NC(=O)C3CCCN(CCCn4nc(C)cc4C)C3)cc2)c1` (configuration not stated) = 6.8
LANA DNA inh result of `COc1ccc(C(=O)Nc2cccc(/C=C(\CCC(=O)O)c3nc4ccccc4s3)c2)cc1` = 1.0

Part of the list above in order of molar mass, low to high.
SMILES	LANA DNA inh	Keap1-Nrf2 PPI	V-ATPase pH	RTF Ca sens inh	OPRM1-OPRD1 inv	HTR5A ag ctr	OPRM1-OPRD1 ag	HTR5A inv ctr	CAL-PDZ inh HTS	cardiac RTF act
Cc1cc(-c2ccc([N+](=O)[O-])cc2)cc(C)n1	0.0	1.0	1.5	-5.3	6.5	1.8	-1.2	-6.3	-8.2	-5.0
CCOC(=O)c1ccc(NC(=S)N2CCC(C(N)=O)CC2)cc1	-0.5	-2.8	-2.1	-4.0	14.8	-4.2	-2.5	11.1	-4.6	-2.7
O=[N+]([O-])c1ccc(O)c(/C=N/NC(=S)Nc2ccc(Cl)cc2Cl)c1	-3.4	-2.5	3.3	-8.9	-10.2	-1.1	2.0	-47.2	-3.8	3.6
COc1cccc(-c2ccc(NC(=O)C3CCCN(CCCn4nc(C)cc4C)C3)cc2)c1 (configuration not stated)	-0.1	-1.1	-2.0	-5.9	-0.2	3.1	0.0	6.8	-3.9	-1.2
COc1ccc(C(=O)Nc2cccc(/C=C(\CCC(=O)O)c3nc4ccccc4s3)c2)cc1	1.0	-1.9	1.1	-7.2	11.2	1.2	-2.1	-3.3	-6.6	-0.3
C[C@@H]1CN([C@H](C)CO)C(=O)c2cc(NC(=O)Cc3cn(C)c4ccccc34)ccc2O[C@H]1CN(C)S(=O)(=O)c1ccc(F)cc1	1.7	-5.5	-3.9	-3.8	8.7	0.8	-1.6	9.6	0.9	-0.8

Carrying on:
SMILES	LANA DNA inh	Keap1-Nrf2 PPI	V-ATPase pH	RTF Ca sens inh	OPRM1-OPRD1 inv	HTR5A ag ctr	OPRM1-OPRD1 ag	HTR5A inv ctr	CAL-PDZ inh HTS	cardiac RTF act
O=S(=O)(/N=C(/Nc1ccccc1F)c1ccccc1)c1ccccc1	1.4	3.4	3.5	-5.2	19.0	3.2	-4.5	-8.0	2.4	-1.9
O=C(c1cccc(S(=O)(=O)N2CCN(c3ccc(F)cc3)CC2)c1)N1CCCCCCC1	-1.5	-1.2	-3.4	-5.7	9.8	3.7	-2.0	4.3	-2.0	-6.8
CCc1ccccc1NC(=O)CN(C)C(=O)c1cccc(S(=O)(=O)N2CCCCCC2)c1	-0.5	-3.7	-3.2	-8.6	12.0	0.5	-3.1	16.5	x	-1.1
Nc1c(S(=O)(=O)c2cccs2)c2nc3ccccc3nc2n1/N=C/c1cccc(O)c1	3.0	1.0	1.8	20.1*	-21.4	4.1	5.2	-9.9	49.4*	-5.8
CCCCc1cc(=O)oc2cc(OCC(=O)N(CC)CC)ccc12	2.0	1.9	-0.5	-0.7	13.2	1.7	-2.6	-5.2	-8.6	-4.1
N=C(SC1CC(=O)N(c2ccc(F)cc2)C1=O)N1N=C(c2ccccc2)CC1c1ccccc1 (configuration not stated)	0.0	-1.8	-0.5	4.4	3.1	2.9	-0.7	-7.4	-1.4	4.5
O=C(COc1cccnc1[N+](=O)[O-])NCc1ccccc1	7.0	0.7	-1.9	-13.2	3.7	-2.8	-0.7	10.4	-0.7	-8.0
O=C1OC(c2ccccc2)=NC12CC2c1ccc(Cl)cc1 (configuration not stated)	-0.6	-14.0	-1.9	-4.0	2.8	1.5	-0.6	-9.9	-0.4	1.0
CC(NC(=O)COC(=O)c1ccccc1F)C1CC2CCC1C2 (configuration not stated)	2.0	-5.8	2.2	-1.3	3.3	2.8	-0.8	-7.8	0.7	-3.6
CC(=O)NC(c1cccs1)c1cc(F)c2cccnc2c1O (configuration not stated)	-0.3	-0.1	0.4	-9.7	9.3	-3.8	-1.7	9.7	-0.9	-0.9
CSc1ccccc1-c1nnc(-c2ccc(Cl)cc2)o1	-0.7	-6.5	-2.0	-4.8	-22.0	0.5	3.8	-1.3	-4.1	2.5
CCN(c1ccccc1)S(=O)(=O)c1ccc(OC)c(NC(=O)C2=NN(c3ccccc3)C(=O)CC2)c1	0.2	-8.3	-6.6	-8.5	-13.0	-2.8	2.0	9.1	0.3	-3.1
O=C(CSc1ccccc1)N[C@@H](Cc1ccccc1)C(=O)O	3.3	-0.7	1.6	0.6	12.5	-0.1	-2.2	9.8	-1.2	-2.8
CCCCOC(=O)C1CN(c2ccccc2)N=C1C(C)=O (configuration not stated)	0.4	-1.1	-1.4	-10.1	-32.8	2.5	5.8	-6.5	-8.4	9.2
Cc1cc(C)n(-c2ccc(C(=O)N3CCc4ccccc43)cc2)n1	3.3	2.8	-2.3	-14.7	18.2	0.3	-3.0	17.1	0.2	-6.6
O=C1/C(=C/c2cccs2)CCC1C1CCCC1 (configuration not stated)	-0.1	-9.6	0.8	2.9	-36.1	1.9	6.8	-6.1	1.3	-2.2
Cc1nnc(SCc2ccc(Cl)c(Cl)c2)s1	1.6	-0.4	-1.1	-3.1	11.0	-1.1	-2.2	2.7	-1.8	6.9
CC(Sc1nc2ccccc2c(=O)n1CC1CCCO1)C(=O)N(C)Cc1ccccc1 (configuration not stated)	-0.6	-8.4	5.2	-1.1	12.7	3.1	-2.4	-7.6	-4.1	0.5
COc1ccccc1N/C(N)=N/c1nc(C)cc(C)n1	1.7	3.3	2.8	0.7	7.6	7.0	-1.4	-5.8	2.5	-0.9
Cc1ccc(C(=O)OCC(=O)Nc2ccc3[nH]c(=O)[nH]c3c2)cc1S(=O)(=O)N1CCOCC1	x	x	-2.6	0.9	7.3	5.0	-1.4	-13.6	-7.1	-3.7
COc1nonc1NCn1nc(C)cc1C	-0.4	0.7	2.1	6.1	20.5	2.1	-3.8	-7.3	x	-2.7
COc1ccc(-c2nc(C#N)c(N3CCCCCC3)o2)cc1	0.6	-2.1	-1.3	-6.5	-6.1	0.5	1.1	-1.4	-0.4	3.1
CC(C)n1nnnc1SCC(=O)NCCc1ccccc1	-0.5	-1.1	6.2	6.3	-18.2	8.7	3.1	-48.4	-1.5	2.2
COCCCn1c(=O)c2sccc2n(Cc2ccccc2)c1=O	0.9	-4.7	-2.8	0.5	-2.8	-3.5	0.6	13.1	2.9	-3.6
CC(=O)Nc1ccccc1-c1nn[nH]n1	2.4	-7.8	-6.1	-14.1	6.1	-9.8	-1.2	21.5	0.4	1.6
Cc1ccc(NCCCn2ccc(NC(=O)OCc3ccccc3)nc2=O)cc1C	1.9	2.5	0.6	1.4	-6.5	-2.5	1.4	8.4	-2.0	1.6
CCOC(=O)N1CCN(C(=O)c2ccccc2N(Cc2ccccc2)S(=O)(=O)c2ccccc2)CC1	-0.5	-1.2	4.6	-1.2	-2.2	-1.6	0.3	4.3	x	-3.4
O=C(COc1ccccc1)Nc1ncccn1	1.2	-1.7	-0.1	-0.8	13.7	0.0	-2.3	-19.5	-1.8	-7.5
CC(C)OCC1CC(CC(=O)NC(=S)Nc2cccc([N+](=O)[O-])c2)C(=O)O1 (configuration not stated)	1.2	-1.2	-3.9	-1.9	1.0	-0.5	-0.2	-0.3	-0.8	-4.8
N#Cc1ccc(CSc2nnc(-c3ccccn3)n2-c2ccc(Cl)cc2)cc1	-0.8	1.4	-5.8	16.1	0.1	1.4	0.0	2.7	0.2	4.8
COc1ccc([N+](=O)[O-])cc1C(=O)Nc1ccc(OCC(=O)N2CCOCC2)cc1	-0.9	3.7	-1.2	10.1	1.1	-0.6	-0.2	-9.1	-2.9	-1.5
